# FN deposition inh = inhibitors of fibronectin matrix deposition, primary screen, AH1F cells, Alexa488-fibronectin fluorescence, plate reader. hit rate 0.086% among 350,000. inhibition, % at 12.6 µM. AH1F fibroblasts, overnight;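 active = mean inhibition across replicates of 30% or more, regardless of how many single replicates reach that level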;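 also: positive control wells lacked labelled fibronectin entirely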
#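 Material: AH1F fibroblasts assembling fluorescent fibronectin matrix; amount: 10000 AH1F cells/well; medium: DMEM, 2% serum; reagent: Alexa488-fibronectin, 24 nM final in well; dosing: single compound dose, delivered by pin transfer; incubation: 1 h adhesion, overnight exposure; detection: fluorescence after three HBSS washes, excitation 485 nm, emission 525 nm; measure: fibronectin deposition inhibition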
# miR-122 sensor = miR-122 Renilla sensor signal increase in Huh7, primary screen, miR-122 inhibitor project, cell-based, single point, plate reader | Huh7 miR-122 Renilla luciferase sensor, 48 h; neutral wells = 0, positive control = 100 | activation (reporter increase), % at 12.5 µM | hit rate 0.3% among 340,000;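 active = mean replicate activation score at least 90 and every replicate individually at or above 90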;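 also: higher luciferase means less miR-122 activity so hits act as miR-122 inhibitors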
# F508del corr = F508del CFTR correction, initial screen, CFBE line, single point; CFBE cells, YFP halide quenching; stimulated with forskolin plus potentiator P3; % fluorescence drop versus neutral controls; activity (quench increase), % at 7.58 µM; hit rate 0.36% among 350,000;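 active = mean added fluorescence quench of at least 8% versus neutral control, with both replicates also reaching 8%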;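 also: cells transiently co-express mutant CFTR-F508del with the halide-sensitive YFP; corrector assay measuring rescue of mutant channel to the surface after 24 h compound exposure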
# DENV2 CPE = inhibitors of DENV2 cytopathic effect, primary screen, cell-based, plate reader, single concentration; CPE inhibition, % at 9.99 µM; AID 651640, 2012; hit rate 1.7% among 350,000; DENV2-infected cells, cytopathic effect rescue; in the data active = CPE inhibition above about 20%, passing the limit was not always enough; tested in BHK-21 cells;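 also: 0% = median of neutral control wells and 100% = median of positive control wells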
# EWS-Fli block = EWS/Fli-driven NR0B1 reporter inhibitors, primary screen, A673 cells, NR0B1 luciferase, luminescence, MLPCN library | viability-normalised | inhibition, % at 12.6 µM | hit rate 0.67% among 350,000;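 active = mean inhibition of at least 50% after viability correction, with every replicate also passing that limit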;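 also: firefly luciferase signal divided by Alamar Blue viability fluorescence both relative to DMSO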
# INS-1E GSIS act = GLuc luminescence reporter in INS-1E cells, primary screen for activators of glucose-dependent secretion of insulin; hit rate 0.61% among 370,000; AID 743287, 2014; activation, % at 16.6 µM; INS-1E GLuc reporter insulin secretion, 2-3 h;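 active = lowest replicate activation of at least 40%, so every replicate reaches that level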;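 also: 0% = median of neutral control wells and 100% = median of IBMX positive control wells; some compounds called inactive have numbers as strong as hits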
# PAX8 inh HTS = inhibitors of PAX8-driven TPO luciferase reporter, primary screen, RMG-I cells, single concentration; SteadyGlo, 24 h; hit rate 1.2% among 360,000; AID 652154, 2013; inhibition, % at 12.6 µM;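 active = mean replicate inhibition at least 60% with every replicate also reaching 60%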;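 also: luciferase light reporting Pax8 driven TPO promoter activity; plate controls were median of neutral control wells for no effect and mitoxantrone controls for full effect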
# Numbers without * were called inactive; · = not tested or not shown; [ ] = dose if it differs, or a comment.
SMILES,FN deposition inh,miR-122 sensor,F508del corr,DENV2 CPE,EWS-Fli block,INS-1E GSIS act,PAX8 inh HTS
O=S(=O)(N[C@H]1CC[C@@H](CCn2cc(-c3ccccc3F)nn2)O[C@H]1CO)c1ccc(F)cc1,·,·,1.2,-3,·,-16,1
COc1ccccc1CNC(=O)COC(=O)c1ccccn1,-1,-5,-0.4,1,-1,9,·
C[C@@H]1CCCCO[C@H](CN(C)C(=O)Nc2ccccc2)[C@@H](C)CN([C@@H](C)CO)C(=O)c2cc(NC(=O)CCCN(C)C)ccc2O1,6,-2[16.7 µM],1.3,3,-6,24,-19
Cc1cccn2c(NCc3ccc4c(c3)OCO4)c(-c3ccc(O)cc3)nc12,-5,·,0.5,·,-6,5,6
CCNC(=O)C1(C)CCCN(C(=O)c2sc(-c3ccccc3)nc2C)C1 (stereo not given),-4,-3,-1.1,-2,0,·,-31
O=C(NCC1CCCCC1)[C@@H]1N[C@@H]2c3ccc(C4=CCCC4)c(=O)n3C[C@@H]2[C@H]1CO,·,8[16.7 µM],-1.5,-3,-10,20,·
CN(c1ccccc1)S(=O)(=O)c1cccc(NC(=O)Cc2n[nH]c(=O)c3ccccc23)c1,0,·,1.9,5,13,-10,24
Cn1c(CC(=O)NNC(=O)c2ccc(F)cc2Cl)nc2ccccc21,1,-8,-1.0,-3,12,-10,29
Cc1cc(/C=C(\C#N)C(=O)NCc2ccccc2)c(C)[nH]1,-17,2,-3.3,-3,-26,-3,-6
Cc1cccc(CN2C(=O)NC(c3ccccc3)(c3ccccc3)C2=O)c1,9,·,-0.1,2,4,-31,12
NC(=O)c1ccsc1NC(=O)COC(=O)Cc1ccccc1Cl,0,·,-0.4,-5,-4,-74,-5
C[C@@H]1CN([C@@H](C)CO)C(=O)c2cc(NC(=O)NC3CCCCC3)ccc2O[C@@H]1CN(C)Cc1ccc(C(=O)O)cc1,·,2[16.7 µM],0.2,16,·,9,-11
CC(C)c1nnc(NC(=O)C2CCCN2C(=O)Nc2ccccc2F)s1 (stereo not given),12,9,-2.9,·,-8,-1,-3
COc1ccccc1C(=O)Nc1ccc2c(c1)OC[C@@H](C)N(CC1CC1)C[C@H](C)[C@H](OC)CN(C)C2=O,-3,-7[16.7 µM],-0.7,·,-3,2,·
COc1ccc2c3c([nH]c2c1)[C@H](CO)N(CC1CC1)CC31CN(C(=O)c2ccccc2F)C1,·,·,-0.7,-20,-1,-5,·
C[C@@H]1CN([C@@H](C)CO)C(=O)Cc2cc(NS(=O)(=O)c3ccc(Cl)cc3)ccc2O[C@@H]1CN(C)S(=O)(=O)c1cccs1,·,7[16.7 µM],2.0,-7,11,-27,·
Cc1cc(C)cc(NC(=O)CN2CCN(c3ccccc3)CC2)c1,3,-4,-3.9,7,0,1,1
Cc1noc(C)c1S(=O)(=O)Nc1cccc2c1O[C@@H](CN(C)Cc1ccc(Oc3ccccc3)cc1)[C@@H](C)CN([C@H](C)CO)C2=O,·,·,0.0,6,0,-19,16
Cc1cc(C)c(OCCCCCNCCO)c(C)c1,·,3,3.7,2,9,-10,·
CCS(=O)(=O)N1CC2(C1)[C@H](c1ccccc1)[C@H](CO)N2Cc1ccccn1,9,·,-0.3,-7,3,10,-16

# Arranged by the number under F508del corr (highest first): some entries from above
structure | F508del corr
C[C@@H]1CN([C@@H](C)CO)C(=O)c2cc(NC(=O)NC3CCCCC3)ccc2O[C@@H]1CN(C)Cc1ccc(C(=O)O)cc1 | 0.2
Cc1cccc(CN2C(=O)NC(c3ccccc3)(c3ccccc3)C2=O)c1 | -0.1
Cc1cc(C)cc(NC(=O)CN2CCN(c3ccccc3)CC2)c1 | -3.9

# Remaining list, next part:
SMILES,FN deposition inh,miR-122 sensor,F508del corr,DENV2 CPE,EWS-Fli block,INS-1E GSIS act,PAX8 inh HTS
COc1ccc2c3c([nH]c2c1)[C@H](CO)N(C(=O)C1CC1)CC31CN(C(=O)c2ccncc2)C1,·,·,-0.9,12,-4,-12,-3
Cc1cccc(C)c1NC(=O)C1(NC(=O)C2CCC(=O)N2)CCCCC1 (stereo not given),-4,·,·,·,·,20,-13
COc1ccc(NC(=O)N2CCOCC2)cc1,4,-2,-6.7,-6,-11,-3,31
COC(=O)C1=C(C)N(Cc2ccc(C)cc2)C(=O)/C1=C\c1cc(OC)c(OC)c(OC)c1,2,·,1.6,-1,-2,7,-2
CCOC(=O)c1cn2nc(Oc3ccc(NC(C)=O)cc3)ccc2n1,-11,·,0.4,7,2,3,-9
CCC(C)CCN1C(Nc2ccccc2)=NC[C@@H]1Cc1ccccc1 (stereo not given in full),-21,·,0.8,-7,4,-17,-1
CCOc1ccc(CCNC(=O)C2=C(C)C(=O)OC23CCC(C)CC3)cc1OCC (stereo not given),-9,·,·,·,·,-6,-18
COc1cccc(OCC(O)CN2CCN(c3ncccn3)CC2)c1 (stereo not given),10,·,·,-6,-4,7,5
COc1ccc(CN2C(=NC(=O)C3CCCO3)SC3CS(=O)(=O)CC32)cc1OC (stereo not given),6,-1,0.1,-8,-4,0,16
CO[C@@H]1CN(C)C(=O)c2ccc(NC(=O)c3nc4ccccc4s3)cc2OC[C@H](C)N(Cc2cncnc2)C[C@@H]1C,-2,·,-2.2,3,-19,-20,-25
Cc1[nH]c(=O)[nH]c(=O)c1S(=O)(=O)Nc1ccc(F)cc1Cl,-9,·,2.7,6,24,17,-8
COc1cc(NC(=S)N2CCN(CCO)CC2)c(OC)cc1Cl,3,1,0.0,3,0,0,-8
CCCC#Cc1ccc2c(c1)[C@@H]1[C@@H](CCN1S(=O)(=O)c1ccccc1OC)[C@@H](CO)N2,-4,·,-3.7,6,-2,9,·
N#CCC(=O)Nc1ccc(C(=O)OCC(=O)NCCCc2ccccc2)cc1,3,-14,0.7,19,-9,30,6
CCC(Oc1ccccc1)C(=O)Nc1ccsc1C(=O)OC (stereo not given),5,-15,·,·,·,-18,10
Cc1noc(C)c1NC(=O)Nc1ccc2c(c1)C(=O)N([C@H](C)CO)C[C@H](C)[C@H](CN(C)Cc1ccc(C(F)(F)F)cc1)OCCCC[C@H](C)O2,·,-5[16.7 µM],-1.9,8,-2,-2,10
COc1cccc(-n2c(=O)n(Cc3ccccc3)c(=O)c3[nH]cnc32)c1,6,·,4.1,-1,7,·,-7
COc1ccc2[nH]c(C(=O)N(C)c3ccc(F)cc3F)cc2c1,-1,·,-0.2,4,-14,·,16
CC/C(=C\c1ccc(N(C)C)cc1)c1ccncc1,-1,·,2.0,5,2,1,-28
COc1ccccc1CC(=O)NNC(=O)c1ccc(C(C)(C)C)cc1,·,·,0.1,-4,-7,-7,-3

# 2 entries picked at random from those above, as already listed:
SMILES,FN deposition inh,miR-122 sensor,F508del corr,DENV2 CPE,EWS-Fli block,INS-1E GSIS act,PAX8 inh HTS
CCOC(=O)c1cn2nc(Oc3ccc(NC(C)=O)cc3)ccc2n1,-11,·,0.4,7,2,3,-9
Cc1cc(/C=C(\C#N)C(=O)NCc2ccccc2)c(C)[nH]1,-17,2,-3.3,-3,-26,-3,-6

# Other structures
SMILES,FN deposition inh,miR-122 sensor,F508del corr,DENV2 CPE,EWS-Fli block,INS-1E GSIS act,PAX8 inh HTS
CN(C)c1ccc2c3c(ccc(N(C)C)c13)COC2,·,2,·,-3,2,5,11
Cc1ccc(N(C(=O)c2sc(C)nc2C)C(C(=O)NCc2ccco2)c2ccccc2)cc1 (stereo not given),·,4,-0.2,-4,5,-13,·
CC(C)NC(=O)c1ccc(S(=O)(=O)N(C)C)cc1,1,-4,-3.0,·,-18,4,-20
Cc1cccc(OCC(=O)Nc2ccc3c(c2)nc(CCN2CCN(C)CC2)n3C)c1,0,-7,·,·,·,16,6
COc1cccc(N2CCN(C(=O)CCc3nnc4ccc(N5CCCC5)nn34)CC2)c1,-12,1,-0.3,-3,-3,-5,24
Cc1ccc(-c2nc3cccnc3o2)cc1NC(=O)COc1ccc(Cl)cc1C,-4,-4,·,·,·,4,24
O=C(CSc1nnc(-c2ccncc2)o1)Nc1nncs1,6,-1,-0.7,3,-5,39,-9
CO[C@@H]1CN(C)C(=O)c2ccc(NC(=O)c3ccno3)cc2OC[C@H](C)NC[C@@H]1C,-3,·,0.8,1,-1,-2,-8
O=C(c1c(F)cccc1Cl)N(Cc1ccco1)C1CCS(=O)(=O)C1 (stereo not given),0,5,-5.3,2,-2,-7,-8
CCOc1ccc(S(=O)(=O)Nc2cc(SCC(=O)O)c(O)c3ccccc23)cc1,17,·,-3.8,-8,5,-7,53
COc1ccc(C(=O)N2CCCC(C(N)=O)C2)cc1S(=O)(=O)N1CCOCC1 (stereo not given),-11,·,-3.1,-3,-5,-3,-14
Cc1noc(C)c1-c1ccc(C(=O)NCc2cccc(Cl)c2)c2occc12,15,-1,-1.9,9,6,-2,-48
CC1CCCC(C)N1C(=O)COc1ccc(C(=O)Nc2ccccc2N2CCOCC2)cc1 (stereo not given),-2,-4,0.1,1,10,7,4
O=C(NCCOc1ccccc1)c1ccc2n[nH]nc2c1,6,-7,1.8,-3,-22,7,-114
COc1ccc(Cl)cc1NC(=O)CCCC(=O)c1ccccc1,2,·,-2.8,-7,15,-14,-28
O=C(C(NS(=O)(=O)c1cccs1)c1ccccc1)N1CCN(c2ccccc2)CC1 (stereo not given),-1,4,·,·,·,-32,·
CC1CN(C(=O)C(C)N2CCN(c3cccc(Cl)c3)CC2)CC(C)O1 (stereo not given),-1,·,-1.4,2,12,-12,1
CCCCNC(=O)C1(C)CCN1C(=O)c1cccnc1Oc1ccccc1 (stereo not given),1,2,-0.6,19,-14,·,-23
CC(C)NC(=O)NC(=O)COC(=O)/C=C/c1ccccc1[N+](=O)[O-],5,-1,0.7,-6,33,-12,28
CCOC(=O)C1CCc2c(ccc3ccccc23)N1CCC#N (stereo not given),2,2,2.1,-1,3,-14,8
C[C@H](CO)N1C[C@H](C)[C@H](CN(C)C)Oc2cc(C#CC3CCCC3)ccc2S1(=O)=O,0,0[16.7 µM],0.7,59*,-9,12,9
CCOCCCNC(=O)c1ccccc1SCC,-2,11,·,·,·,12,27
Cc1ccc(SC[C@H](C)CN2CC[C@H](C(C)(C)C)CCC2=O)cc1,-7,-3,1.1,12,10,-22,1
COc1cc(NC(=O)CCc2c(C)nn(-c3ccc(N4CCOCC4)nn3)c2C)cc(OC)c1OC,9,-10,-1.5,-9,·,-1,-5
N#Cc1c(NC(=O)C2CCCO2)sc2c1CCCCC2 (stereo not given),·,·,2.7,8,-120,·,-175
CCCCOC(=O)c1ccc(NC(=O)COC(=O)c2ccc3ncsc3c2)cc1,1,-12,-2.6,2,-38,6,-67
Cn1c(=O)n(C)c2cc(CN3C(=O)OC(C)(C)C3(C)O)ccc21 (stereo not given),4,-6,-2.7,-1,-2,11,14
CO[C@@H]1CN(C)C(=O)c2ccc(NC(C)=O)cc2OC[C@@H](C)N(C(=O)c2ccncc2)C[C@@H]1C,5,6[16.7 µM],2.1,2,-8,-1,·
CCOC(=O)c1cn[nH]c1NC(=S)Nc1ccccc1,5,-3,0.1,-1,-129,1,-197
COC(CN1C(=O)C(O)=C(C(C)=O)C1c1ccccn1)OC (stereo not given),-1,-6,·,·,·,·,14
CCSc1nnc(-c2ccc(S(=O)(=O)NCc3cccs3)cc2)o1,·,39,0.9,-5,10,-7,·
CCOC(=O)CNC(=O)CSc1ccc2nnc(-c3cccnc3)n2n1,2,3,·,-4,-5,-2,-5
C[C@@H]1CN([C@@H](C)CO)C(=O)c2cc(NC(=O)Nc3ccccc3)ccc2O[C@@H](C)CCCCO[C@@H]1CN(C)S(=O)(=O)c1ccc(Cl)cc1,·,4[16.7 µM],-1.2,4,15,5,-5
COc1ccc(C(=O)/C(C#N)=N/Nc2ccc([N+](=O)[O-])cc2)cc1,12,12,1.0,4,10,-10,90*
O=C(c1cccc(F)c1)N1CCCCN2[C@H](CO)[C@H](c3ccc(-c4cccnc4)cc3)[C@@H]2C1,·,-2[16.7 µM],-1.2,7,·,11,-6

# Screening data as filed in PubChem.
